High-throughput results from PubChem.
eLon inh – inhibitors of E. coli Lon protease; P0A9M0; purified E. coli Lon protease, fluorescence polarization; inhibition, % at 7.94 µM; 360,000 compounds, 0.42% hits; in the data active = inhibition above about 13%, passing the limit was not always enough;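 note: 0% = enzyme with probe and DMSO and 100% = no enzyme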
Target sequence (P0A9M0 whole entry, looked up): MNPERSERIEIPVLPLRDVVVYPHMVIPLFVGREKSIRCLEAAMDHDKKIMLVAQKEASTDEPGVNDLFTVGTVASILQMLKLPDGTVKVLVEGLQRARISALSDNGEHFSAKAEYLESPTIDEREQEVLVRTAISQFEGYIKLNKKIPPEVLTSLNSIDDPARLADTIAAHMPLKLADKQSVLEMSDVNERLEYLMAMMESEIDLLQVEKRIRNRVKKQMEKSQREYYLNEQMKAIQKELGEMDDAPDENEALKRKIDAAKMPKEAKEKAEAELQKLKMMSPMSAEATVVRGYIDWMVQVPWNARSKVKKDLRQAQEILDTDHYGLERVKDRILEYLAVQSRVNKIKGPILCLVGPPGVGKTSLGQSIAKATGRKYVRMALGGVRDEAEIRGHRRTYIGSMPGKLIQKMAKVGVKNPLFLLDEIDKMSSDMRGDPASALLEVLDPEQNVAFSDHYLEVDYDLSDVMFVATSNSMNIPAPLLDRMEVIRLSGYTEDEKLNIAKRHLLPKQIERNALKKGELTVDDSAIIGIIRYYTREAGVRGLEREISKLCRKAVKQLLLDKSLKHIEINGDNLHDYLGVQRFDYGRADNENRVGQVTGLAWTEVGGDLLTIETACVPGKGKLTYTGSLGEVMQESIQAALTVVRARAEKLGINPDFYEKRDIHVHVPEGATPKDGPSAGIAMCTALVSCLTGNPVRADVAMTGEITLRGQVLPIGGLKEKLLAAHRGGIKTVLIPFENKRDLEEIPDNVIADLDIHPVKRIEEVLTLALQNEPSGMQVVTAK
MsrA inhibitor – bovine MsrA inhibition | purified bovine MsrA, absorbance read-out | inhibition, % at 15.5 µM | 360,000 compounds, 0.75% hits | AID 651718; in the data active = inhibition above about 4.5%;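 note: 0% = vehicle wells with enzyme and 100% = reference inhibitor wells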
MsrA act – activates bovine MsrA enzyme. purified bovine MsrA, absorbance read-out. activation, % at 10.6 µM. 360,000 compounds, 0.3% hits; in the data active = activation above about 7.5%;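 note: 0% = vehicle and 100% = reference activator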
FAS-TE inh – FAS thioesterase (human) inhibition; P49327; recombinant FAS-TE, OMFH fluorogenic substrate, fluorescence endpoint; inhibition, % at 15 µM; 360,000 compounds, 0.67% hits;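 active = compounds whose normalised, plate-corrected inhibition of enzyme fluorescence in the single-dose primary screen is 50% or more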;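 note: 0% = DMSO with enzyme and 100% = substrate without enzyme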
NRP1-CendR mod – alters CendR peptide binding to human NRP-1; O14786; FAM-RPARPAR peptide binding to NRP-1, fluorescence polarization; inhibition, % at 25 µM; 360,000 compounds, 0.85% hits;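 active = inhibition or corrected inhibition above about 18%, plus a signal ratio from 0.5 to 1.5, limit read from the data, passing the limit was not always enough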; note: strong numbers were not always called active
Neddylation inh – blocks human cullin neddylation. 360,000 compounds, 0.58% hits. calls only at 25 µM. P61081+Q13564. TR-FRET cullin neddylation, biochemical; in the data active = inhibition above about 36%
Rin1 Abl inh – blocks binding of human Rin1 to Abl. P00519+Q13671. TR-FRET Rin1/Abl binding, biochemical. inhibition, % at 7.35 µM. 360,000 compounds, 0.4% hits. AID 588664; in the data active = inhibition above about 5%, passing the limit was not always enough
MT1-MMP act inh – MT1-MMP (human) activation inhibition | AID 651647 | HT1080 RFP-PRO-GFP cells, GFP/RFP ratio fluorescence, overnight; percent of plate control window, DMSO zero | P50281 | 360,000 compounds, 0.061% hits | GFP/RFP ratio change, % at 20 µM;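 active = GFP/RFP ratio change of at least 30% with cell ATP level not reduced by more than half and red fluorescence within 50% of control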; note: strong numbers were not always called active
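Compound: 20 µM single dose, 1% DMSO / System: HT1080 RFP-PRO-GFP cells / Controls: DMSO and RFP-L50D-GFP cell wells / Read-out basis: GFP/RFP fluorescence ratio / Schedule: overnight compound exposure at 37 °C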
SKN-1 block – inhibitors of C. elegans SKN-1; C. elegans VP596 Pgst-4::GFP/RFP ratio, acrylamide-induced, 24 h; inhibition, % at 21.8 µM; 360,000 compounds, 0.49% hits;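 active = interference check ratio from 0.5 to 1.5 plus GFP to RFP signal ratio inhibition reaching or exceeding a fixed threshold, cut at about 30% in these data, passing the limit was not always enough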; note: some compounds called inactive have numbers as strong as hits
The depositor's hits bear a star; i = inactive; x = no result given.

SMILES	eLon inh	MsrA inhibitor	MsrA act	FAS-TE inh	NRP1-CendR mod	Neddylation inh	Rin1 Abl inh	MT1-MMP act inh	SKN-1 block
Cc1c(NC(=O)C23CC4CC(CC(C4)C2)C3)c(=O)n(-c2ccccc2)n1C	4	1.3	-3	-9	3	i	-3	-5	20
COc1cccc(CNc2nn[nH]n2)c1OC	-7	0.1	-4	-6	8	i	0	-6	-7
CCn1c(CC(=O)Nc2ccc(C)cc2)nnc1SCC(=O)Nc1nc(C)cs1	0	0.2	-3	-2	3	i	2	-3	7
COc1cc(CNc2ncnc3c2ncn3[C@H]2CN(CCN3CCOCC3)C[C@@H](CO)O2)cc(OC)c1OC	-4	0.6	-6	-5	13	i	2	3	-15
COc1ccc(CC(=O)Nc2ccc(-c3cn4ccc(C)cc4n3)cc2)cc1	0	1.5	-2	-1	-10	i	-3	2	4
Cc1cc(Br)cn2c(Cc3ccsc3)c(C(C)(C)C)nc12	80*	0.1	-2	0	49*	i	0	-17	8
C/C(=C\C(=O)c1ccc(C)o1)Nc1ccc2c(c1)OCO2	-2	0.1	-5	-1	-1	i	0	-10	-6
COCc1cc(=O)c2ccccc2o1	-6	-0.2	1	-17	2	i	-1	1	-1
N#Cc1ccccc1Cn1c(=O)n(Cc2ccc(C(=O)NCc3ccco3)cc2)c(=O)c2sccc21	2	1.6	-2	9	-3	i	-2	-3	10
O=C(NOCc1ccccc1)OCc1ccccc1	-2	-0.3	-10	2	-13	i	2	3	8
C=CCn1c(C)nnc1SCC(=O)c1c(N)n(C2CC2)c(=O)[nH]c1=O	-5	0.5	-4	-9	7	i	-2	4	11
Cc1cc(Nc2cccc(Cl)c2)nc(N2CCOCC2)n1	-4	-0.8	-1	3	0	i	-2	0	9
COc1ccc(CNc2cccc3[nH]c(C(F)(F)F)nc23)cc1	-5	0.5	-2	4	-5	i	4	3	-2
CCOC(=O)C1=C(c2ccccc2)NC(SCC(=O)Nc2ccccc2C)=C(C#N)C1c1ccco1 (stereo not drawn)	-1	3.1	1	28	-6	i	4	0	30
Cc1noc(C)c1COC(=O)c1cc2c(C)nn(-c3ccc(F)cc3)c2s1	-11	-0.1	0	17	3	i	-1	-6	21
C=CCOc1ccc(/C=C/C(=O)OCC(=O)NCCc2ccccc2)cc1	-1	-0.1	-5	11	-3	i	3	0	-3
CCOc1ccc(CCNC(=O)CS(=O)Cc2nc(-c3ccc(C)cc3)oc2C)cc1 (stereo not drawn)	9	0.2	-1	17	1	i	4	2	-22
Cc1ccc(NC(=O)C2(C)CCCN(C(C)C)C2)cc1C (stereo not drawn)	1	-1.1	-8	-8	2	i	-1	3	-3
Cc1ccc(-n2ncc3c(=O)n(CC(=O)NC4CCCCC4)cnc32)cc1	0	0.3	2	-5	13	i	1	-5	17
c1ccc(COn2nnc3ccccc32)c(COn2nnc3ccccc32)c1	10	-0.9	-1	30	5	i	1	-4	12
COc1ccc(C(=O)N2CC(=O)Nc3ccc(F)cc3C2c2ccccc2)cc1 (stereo not drawn)	6	-0.6	-1	-1	8	i	-1	-10	20
O=C(O)Cc1ccc(NS(=O)(=O)c2ccc3c(c2)OCCO3)cc1	-14	-0.7	-1	-10	1	i	-3	4	7
O=C(C1CC1)N1N=C(c2ccncc2)CC1(O)C(F)(F)F (stereo not drawn)	-4	1.4	-3	-4	1	i	5	-4	-4
CCCn1c(SCC(=O)NC)nnc1C(C)C	-3	0.0	-13	-14	-6	i	-1	5	-22
c1ccc2c(c1)CC1(CCCCC1)n1nnnc1-2	-8	-0.4	-1	-2	7	i	0	-2	24
COC(=O)c1cc2n3ccccc3c(C)c(-c3ccccc3)c-2c1C(=O)OC	38	2.8	-4	-8	11	i	-18	-51	6
COc1ccc(Oc2ccc(C(F)(F)F)cc2NC(=O)CC(CC(=O)O)c2ccccc2)cc1 (stereo not drawn)	-7	-1.3	3	1	10	i	2	2	-1
CCc1ccc(NC(=O)C(=O)NCC2CCCN2S(=O)(=O)c2ccccc2)cc1 (stereo not drawn)	0	-1.3	-1	20	-15	i	4	-2	30
N#CC1=C(N)n2c(s/c(=C\c3cccs3)c2=O)=C(C#N)C1c1cccs1 (stereo not drawn)	-96	1.8	-3	2	-90	i	-3	-102	9
N#Cc1cccc(NC(=O)COC(=O)c2cccc(N3C(=O)c4ccccc4C3=O)c2)c1	-20	0.3	-3	29	-5	i	-1	4	16
O=C(Cn1ccc(NC(=O)OCc2ccccc2)nc1=O)NCc1ccc2[nH]ccc2c1	-2	-0.4	-1	-6	24*	i	6	7	-7
O=c1c2ccccc2c(/C=N/c2n[nH]c(CCCO)n2)c(O)n1-c1ccccc1Cl	-11	1.4	-13	-18	0	i	2	-5	0
Cn1c(/C(C#N)=C(\O)c2ccc([N+](=O)[O-])cc2)nc2ccccc21	4	-0.6	-3	-4	-11	i	1	1	-5
CCOc1ncccc1C(=O)NCC1COc2ccccc2O1 (stereo not drawn)	-5	-0.1	2	4	-8	i	1	5	7
CCOc1ccc(NC(=O)CN(C)S(=O)(=O)c2ccc3c(c2)CCC(=O)N3)cc1	-7	-1.1	-1	-5	8	i	-4	6	-2
O=C(CCl)N=c1sccn1Cc1cccc2ccccc12	-1	0.7	-1	15	8	i	4	-24	2
COc1ccc(NC(=O)CN2C(=O)NC(C)(C3CC3)C2=O)c(OC)c1 (stereo not drawn)	9	0.9	-5	0	13	i	2	-1	2
CC1CC(C)CN(c2ccc(NS(=O)(=O)c3ccccc3)cc2C(=O)O)C1 (stereo not drawn)	7	0.8	-2	-4	7	i	1	1	4
Cn1c(SCc2cccc3ccccc23)nnc1-c1ccco1	-6	-0.6	3	-2	-2	i	0	3	1
COC(=O)C1=C(C)N(c2cccc(Cl)c2)C(=O)C1	0	1.6	-9	-11	8	i	3	-11	-9
CCOC(=O)N1CCN(C(=O)c2ccc3ccccc3c2)CC1	1	-1.1	-2	-2	-13	i	-1	1	4
COc1ccc(NC(=O)CN(C)C(=O)CCCNC(=O)c2ccc(Cl)cc2)cc1	-2	0.2	-1	-4	-7	i	0	4	-15
CCOc1ccc(-c2cc(C)n3nc(C(N)=O)cc3n2)cc1	-7	0.8	-2	-9	-6	x	-3	-4	-2
COC(=O)N/N=C/c1ccccc1Cl	1	-0.1	-5	-3	1	i	2	-1	-2
Cc1ccc(NC(=O)c2ccc(-n3cccn3)c([N+](=O)[O-])c2)cc1C	14	0.3	-3	11	-6	i	-3	9	20
CCC(C)NC(=O)C(NS(=O)(=O)c1cccc2nsnc12)c1ccccc1 (stereo not drawn)	-3	1.3	-1	-4	6	i	-4	3	5
CCCc1nc(SCC(=O)O)c2sc(=S)n(-c3ccccc3)c2n1	2	4.7*	-1	-3	10	i	4	-1	-4
Cc1cccc(Nc2nnc(SCC(=O)c3ccc(O)cc3O)s2)c1	1	1.9	-2	1	0	i	1	-2	10
COc1cc(-n2c(C)nc3cc(C(=O)NCc4ccco4)ccc32)cc(OC)c1OC	-1	0.5	-4	-3	12	i	-4	3	9
CCN1CCN(S(=O)(=O)c2ccc(F)c(C(=O)Nc3c(F)cc(F)cc3Br)c2)CC1	-9	0.0	-2	-3	2	i	-1	3	13
COC(=O)c1cc(=O)n(CCc2ccc(OC)c(OC)c2)c(=Nc2ccc(F)c(Cl)c2)s1	-13	1.5	-3	9	8	i	2	-15	-3
CCSc1nnc(-c2ccccc2N)c(=O)[nH]1	1	x	-3	0	4	i	-3	-3	3
Cc1c(CCC(=O)O)c(=O)oc2cc(OCc3ccccc3Br)ccc12	-1	3.0	-2	24	-17	x	-1	5	22
O=C(NS(=O)(=O)c1ccccc1)c1cccc(Br)c1	-5	-0.8	-2	-5	6	i	-2	2	-5
Cc1cc(C)nc(SCc2ccc(F)cc2)n1	1	-1.7	-10	2	-4	i	2	-1	-4
O=C(NNC(=S)NCC1CCCO1)c1cccc(S(=O)(=O)N2CCOCC2)c1 (stereo not drawn)	0	0.6	-2	-3	9	i	2	4	9
O=C(NCC(c1cccs1)N1CCOCC1)c1cn(-c2ccccc2)nc1-c1ccc(F)cc1 (stereo not drawn)	-1	-0.3	-2	35	16	i	-1	-5	3
O=C1CC(c2ccc(F)cc2)CC(O)=C1C1NCCc2ccccc21 (stereo not drawn)	2	-1.0	2	-4	4	i	1	2	1
Cc1cc(C)n(/C(=C/N(C)C)C(=O)c2ccccc2)n1	1	1.3	-2	-5	-10	i	2	0	8
CN(C)c1ccc(/C=C/C=C2/SC(=S)N(c3ccccc3)C2=O)cc1	-92	0.2	-4	29	-144	i	3	-13	58

Shown with values under each structure: 2 of the compounds above.
Value order: eLon inh, MsrA inhibitor, MsrA act, FAS-TE inh, NRP1-CendR mod, Neddylation inh, Rin1 Abl inh, MT1-MMP act inh, SKN-1 block
CCC(C)NC(=O)C(NS(=O)(=O)c1cccc2nsnc12)c1ccccc1 (stereo not drawn)
 : -3, 1.3, -1, -4, 6, i, -4, 3, 5
CCSc1nnc(-c2ccccc2N)c(=O)[nH]1
 : 1, x, -3, 0, 4, i, -3, -3, 3

Remaining list, next part.
SMILES	eLon inh	MsrA inhibitor	MsrA act	FAS-TE inh	NRP1-CendR mod	Neddylation inh	Rin1 Abl inh	MT1-MMP act inh	SKN-1 block
Cc1cc(C(C)(C)C)oc1C(=O)N(CC(=O)NC1CCCC1)Cc1ccccc1Cl	133*	-0.2	1	19	3	i	-3	-18	9
CC1CC(C)(C)n2c(O)c(N=NC(N)=S)c3cccc1c32 (stereo not drawn)	4	-0.1	-1	7	6	i	-5	-2	-6
Cc1ccc(CCNC(=O)C2CCN(C(=O)N(C)C)CC2)cc1	0	-1.1	-2	-9	-16	i	3	3	7
COc1ccc(Cl)cc1-n1c(=S)sc2c(=O)[nH]c(SCC(=O)NCCC(C)C)nc21	-1	0.5	-3	-2	5	i	2	-5	8
Cc1ccc(/C=N/NC(=O)CN2CCN(Cc3ccccc3Cl)CC2)o1	-6	0.7	-4	-7	12	i	-5	-4	-1
COc1ccccc1OCCC(=O)NCc1ccc2c(c1)OCO2	1	-1.6	-4	-2	4	i	-2	3	-8
CC1CCCC(=NNC(=O)C2COc3ccccc3O2)C1 (stereo not drawn)	-1	0.9	-1	-8	13	i	1	-3	-5
COc1ccccc1NC(=O)CN(Cc1ccco1)C(=O)c1ccc(Cl)nc1	-1	0.3	-7	-10	6	i	-1	0	0
Oc1[nH]c2ccccc2c1N=Nc1nc2ccccc2s1	-5	0.9	0	-4	-27	i	-4	-25	2
O=C(O)c1cc(N/N=C/c2ccc(N3CCOCC3)cc2)ccc1Cl	2	4.8*	-13	-4	-5	i	0	1	-20
Cc1nn(CCCC(=O)Nc2cc(Oc3ccccc3)cc([N+](=O)[O-])c2)c(C)c1[N+](=O)[O-]	-4	0.9	-6	42	1	i	-1	-4	7
CC1=NN(c2cccc(Cl)c2)C(=O)C12CC(C)=C(C)CS2 (stereo not drawn)	3	1.8	-2	5	13	i	-1	-6	-16
CCC(C(=O)NCC1CCCO1)n1nc(C)c2sc3ccccc3c2c1=O (stereo not drawn)	0	-0.7	-2	-4	19	i	-2	-1	0
CCCc1cc(=O)[nH]c(SCC(=O)Nc2c(C)n(C)n(-c3ccccc3)c2=O)n1	0	-0.8	-3	-5	5	i	0	-2	15

Compound profiles (already shown). Screens in order: eLon inh	MsrA inhibitor	MsrA act	FAS-TE inh	NRP1-CendR mod	Neddylation inh	Rin1 Abl inh	MT1-MMP act inh	SKN-1 block
Cc1nn(CCCC(=O)Nc2cc(Oc3ccccc3)cc([N+](=O)[O-])c2)c(C)c1[N+](=O)[O-] reads -4	0.9	-6	42	1	i	-1	-4	7
COc1ccc(Cl)cc1-n1c(=S)sc2c(=O)[nH]c(SCC(=O)NCCC(C)C)nc21 reads -1	0.5	-3	-2	5	i	2	-5	8

Three compounds from above, arranged by their value in MsrA act, lowest first:
| Structure | MsrA act |
| --- | --- |
| O=C(O)c1cc(N/N=C/c2ccc(N3CCOCC3)cc2)ccc1Cl | -13 |
| COc1ccc(Cl)cc1-n1c(=S)sc2c(=O)[nH]c(SCC(=O)NCCC(C)C)nc21 | -3 |
| Cc1ccc(CCNC(=O)C2CCN(C(=O)N(C)C)CC2)cc1 | -2 |
